Tb hexokinase = T. brucei hexokinase 1 inhibition; recombinant TbHK1, G6PDH-coupled NADH A340; inhibition, % at 10 µM; 220,000 compounds, 0.11% hits;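 active means inhibition of 50% or more in the single-dose primary screen; inactive means inhibition below 50%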
EBV gp42 inh = EBV gp42 inhibition | Q1HVG2 | Fluorescence polarization binding assay, mP read-out | inhibition, % (tested at 21.74 µM) | 220,000 compounds, 0.42% hits; in the data active means inhibition above about 50%
p47phox inh = p47phox (human) inhibition | P14598 | inhibition, % at 24.7 µM | 220,000 compounds, 0.53% hits | AID 1274 | p47phox/p22phox peptide binding, fluorescence polarization, 2 h;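 active means inhibition above about 30%, limit read from the data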;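 further: 0% = p47phox with labelled peptide and 100% = labelled peptide alone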
Target sequence (P14598 whole entry, looked up): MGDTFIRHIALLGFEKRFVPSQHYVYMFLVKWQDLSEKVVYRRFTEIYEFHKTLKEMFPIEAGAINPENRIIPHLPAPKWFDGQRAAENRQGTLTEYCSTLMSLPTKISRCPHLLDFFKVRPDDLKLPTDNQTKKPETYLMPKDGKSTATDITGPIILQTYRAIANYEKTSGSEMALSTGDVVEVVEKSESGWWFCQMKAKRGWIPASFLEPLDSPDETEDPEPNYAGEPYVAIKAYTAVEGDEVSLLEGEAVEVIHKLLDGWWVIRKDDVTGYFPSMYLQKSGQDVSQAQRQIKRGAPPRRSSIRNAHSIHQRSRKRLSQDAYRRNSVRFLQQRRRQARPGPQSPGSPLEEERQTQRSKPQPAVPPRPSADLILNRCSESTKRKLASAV
Hck-Nef inh = inhibitors of human Hck kinase activated by Nef; P08631; Recombinant Hck-YEEI plus Nef, Z-Lyte FRET kinase assay; inhibition, % at 20 µM; 220,000 compounds, 0.68% hits;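 active means Hck-Nef kinase inhibition above about 50%, limit read from the data; inactive means inhibition below that limit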;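 further: 0% = DMSO with Hck plus Nef and 100% = Hck alone without Nef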
14-3-3 Bad PPI = disrupts binding of bovine 14-3-3 zeta to phospho-Bad peptide | inhibition, % at 21.7 µM | TR-FRET 14-3-3zeta/Dy647-pBad peptide displacement, 1 h | AID 781 | 220,000 compounds, 0.71% hits | P63103;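 active means inhibition above about 70%, limit read from the data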;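 further: 0% = full 14-3-3 plus peptide FRET controls and 100% = background without 14-3-3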
Runt-SMMHC FRET = blocks binding of human RUNX1 Runt domain to CBFb-SMMHC; Q01196+Q13951; Cerulean-Runt/Venus-CBFb-SMMHC FRET ratio 530/480, 1 h; inhibition, % at 20 µM; 220,000 compounds, 0.74% hits; AID 1434;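 active means mean inhibition across duplicate retests at 20 µM reaching about 50%, limit read from the data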;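 further: 0% = DMSO wells and 100% = wells with excess untagged CBFb-SMMHC; inhibitors lower the FRET ratio by blocking Runt binding to CBFb-SMMHC; some results filed as inactive read as strong as hits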
MDM2 E3 inh = inhibitors of human Mdm2 E3 ubiquitin ligase; cell-based MDM2 ubiquitination luciferase reporter, 2 h; 0 = plate control, 100 = twice control, blank-subtracted; 210,000 compounds, 0.11% hits; signal enhancement, % at 5 µM; Q00987;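 active means signal enhancement of 30% or more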;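 further: luminescence tracks abundance of the self-degrading MDM2-luciferase fusion protein; higher signal means inhibition of MDM2 E3 ligase activity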
Target sequence (Q00987 whole entry, looked up, the tested form may be a part): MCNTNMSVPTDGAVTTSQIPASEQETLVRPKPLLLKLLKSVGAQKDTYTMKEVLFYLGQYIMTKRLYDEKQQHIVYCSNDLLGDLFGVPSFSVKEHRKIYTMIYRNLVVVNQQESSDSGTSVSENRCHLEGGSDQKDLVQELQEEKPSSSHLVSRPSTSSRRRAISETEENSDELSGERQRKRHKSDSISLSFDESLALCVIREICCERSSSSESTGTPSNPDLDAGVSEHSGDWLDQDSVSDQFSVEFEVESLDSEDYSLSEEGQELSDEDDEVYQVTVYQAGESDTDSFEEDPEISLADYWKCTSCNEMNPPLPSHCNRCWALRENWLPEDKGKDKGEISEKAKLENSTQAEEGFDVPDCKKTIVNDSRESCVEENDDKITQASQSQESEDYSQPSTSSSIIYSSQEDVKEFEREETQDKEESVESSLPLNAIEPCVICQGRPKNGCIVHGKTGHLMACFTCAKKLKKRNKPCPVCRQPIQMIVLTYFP
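Buffer or medium: Cells held in DMEM | Assay system: Stable mammalian line carrying autodegrading MDM2–luciferase fusion reporter | Quantity: 2000 cells/well | Times: 4 h settle plus 2 h compound, 37 °C | Doses: One concentration, 5 µM, with 0.2% DMSO | Technique: Luminescence with SteadyLite reagent, 15 min at room temperature | Benchmarks: Plate controls and plate blanks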
L929 necroptosis = L929 zVAD cell death inhibition | L929 zVAD necroptosis rescue, ATP luminescence, 24 h; with zVAD 60 µM | viability rescue, % at 10 µM | 220,000 compounds, 0.38% hits;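 active means activation, scaled between plate controls, above about 75%, limit read from the data; inactive means activation under that limit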;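 further: 0% = zVAD with DMSO and 100% = DMSO alone without zVAD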
Runt-CBFb FRET = inhibitors of human RUNX1 Runt domain binding to CBFb. inhibition, % at 20 µM. Q01196+Q13951. 220,000 compounds, 0.46% hits. Cerulean-Runt/Venus-CBFb FRET ratio 530/480, 1 h;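 active means inhibition over about 50% at 20 µM in the single-dose screen, limit read from the data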;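 further: 0% = DMSO wells and 100% = excess unlabeled CBFb competitor control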
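Assay system: Cerulean-Runt domain / Medium: Tris 50 mM pH 7.5, KCl, K2SO4, 0.01% BSA / Timing: protein complex preformed 1 h, compound exposure 1 h, room temperature, dark / Measured by: FRET, excitation 422 nm, emission at 530 and 480 nm / Evaluation: loss of energy transfer signal / Control set: 5 µM unlabeled CBFb as full-inhibition high control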
An asterisk follows results filed as active; · = not tested or not shown; [ ] = dose if it differs, or a comment.

Compound	Tb hexokinase	EBV gp42 inh	p47phox inh	Hck-Nef inh	14-3-3 Bad PPI	Runt-SMMHC FRET	MDM2 E3 inh	L929 necroptosis	Runt-CBFb FRET
COc1ccc(-c2csc3nc(-c4ccccc4OC)oc(=O)c23)cc1	-15	-8	-40	-103	-1	-8	-1	8.3	3
Cc1noc(/C=C/NCc2cccnc2)c1S(=O)(=O)N(C)CC(=O)N1CCc2ccccc21	-39	4	-21	5	4[fluorescence artefact?]	-6	-13	0.5	1
Cc1cc(=O)oc2cc(OCC(=O)OCC(=O)Nc3ccccc3Br)ccc12	-21	-13	-5	15	3	-2	-2	0.8	-1
O=C(COC(=O)c1ccc(S(=O)(=O)N2CCOCC2)cc1)NC1CCCCCC1	-2	-10	-1	1	24	2	-7	0.2	-2
CCOC(=O)c1cnc(-c2ccccc2)nc1Oc1cccc(Cl)c1	-2	-11	-9	2	5	-8	7	-0.2	-5
CC(C)c1onc(C(=O)NCCc2ccccc2)c1[N+](=O)[O-]	-9	8	4	-5	4	0	-9	1.1	-1
Cc1ccc(Nc2cc(=O)[nH]c(=O)[nH]2)cc1C	3	-7	-3	29	-25	1	-8	4.5	-1
O=C1CSC(c2ccccc2)N1c1nc(-c2ccc(Cl)cc2Cl)cs1 (configuration not stated)	0	-11	4	2	-2[fluorescence artefact?]	3	-9	0.3	1
Nc1ccc(-c2nc3nc(N)nc(N)c3nc2-c2ccc(N)cc2)cc1	-43	9	3	-1	-15	0	-10	1.6	-1
COc1ccc(/C=N/n2c(N)nc(-c3ccccc3)c2-c2ccccc2)cc1	-12	10	19	2	11	3	-23	0.0	-2
N#Cc1c(N2CCCCC2)nc(N)c2c(N)nc(SCC(=O)O)cc12	-7	-5	-32	-79	5	-7	-9	2.1	1
CN(c1ccccc1C(=O)Nc1ccc(S(=O)(=O)N2CCCC2)cc1)S(C)(=O)=O	2	-8	-1	1	6	2	-13	-0.5	0
NC(=O)c1ccc(N2CCCCC2)c(N2C(=O)C3C4C=CC(C4)C3C2=O)c1 (configuration not stated)	-5	-14	-6	0	9	-1	-3	0.3	0
CN(C)CCCNC(=O)c1cc2sc3ccccc3c2s1	-2	0	4	20	4	-5	-10	4.1	-1
CCOC(=O)N1CCN(C(=O)c2ccc(Cn3c(=S)[nH]c4cc5c(cc4c3=O)OCO5)cc2)CC1	-12	-6	-16	-1	6	1	-16	0.6	-2
CS(=O)(=O)N(CC(=O)N1CCCCCC1)c1ccccc1	2	-3	-9	1	-1[fluorescence artefact?]	1	-10	-0.1	2
CC1CCN(CCCNC(=O)c2cc3sccc3n2C)CC1	6	-7	-26	-1	-14	-2	19	0.2	1
CN(CC(=O)OCC(=O)NCC(F)(F)F)S(=O)(=O)c1ccc(Cl)cc1	0	-10	2	13	-14	-1	-1	2.4	1
O=S1(=O)N=C(N2CCN(c3ccc(F)cc3)CC2)c2ccccc21	10	-5	-15	-23	4	-2	14	0.5	5
CCN1CCN(C(=O)N[C@@H](C(=O)N[C@@H]2C(=O)N3[C@@H]2SC(C)(C)[C@@H]3C(=O)O)c2ccccc2)C(=O)C1=O	-5	-1	4	1	-5	-1	·	3.8	0
COc1cc(/C=C2/NC(=O)N(Cc3ccccc3F)C2=O)cc(OC)c1O	-39	35	-10	-50	-2	-24	-15	-0.3	-26
CC1(C)CC(=O)c2sc(NC(=O)c3ccccc3)nc2C1	-20	0	1	29	2	-10	-50	0.4	1
Cc1cnc(NC(=O)CN(C)S(=O)(=O)c2ccc(Cl)cc2)s1	20	-2	-7	-4	-9	-4	-13	0.2	-2
CSc1ncccc1C(=O)Nc1nc2ccc(Oc3ccccc3)cc2s1	-18	-6	-21	5	-32	1	-2	3.4	-2

Next part; the last two above are carried over.
Compound	Tb hexokinase	EBV gp42 inh	p47phox inh	Hck-Nef inh	14-3-3 Bad PPI	Runt-SMMHC FRET	MDM2 E3 inh	L929 necroptosis	Runt-CBFb FRET
Cc1cnc(NC(=O)CN(C)S(=O)(=O)c2ccc(Cl)cc2)s1	20	-2	-7	-4	-9	-4	-13	0.2	-2
CSc1ncccc1C(=O)Nc1nc2ccc(Oc3ccccc3)cc2s1	-18	-6	-21	5	-32	1	-2	3.4	-2
CCNS(=O)(=O)c1ccc(CCC(=O)O)cc1	1	-12	-17	-2	-7	4	-17	0.1	-1
COc1ccc(C(C(=O)NC2CCCCC2)N(C(=O)CCl)c2ccc(Cl)cc2)cc1 (configuration not stated)	2	1	-20	1	-4	2	4	0.3	-1
COc1cc2c(cc1OC)CN(Cc1nc3ccsc3c(=O)[nH]1)CC2	-3	4	-6	-1	-8	6	-11	7.7	3
Cc1cccc(NCc2ccccc2O)c1	2	-11	-1	-1	4	1	-21	0.0	1
COc1ccc2c(=O)cc(C(F)(F)C(F)(F)F)oc2c1	3	-16	-3	-3	9	-3	-49	-0.2	0
COc1ccc(C(C(C(=O)c2cccs2)N2CCOCC2)N2CCOCC2)cc1OC (configuration not stated)	-2	-5	-4	0	12	-4	-11	0.2	1
CC(=O)Nc1c(C(=O)O)oc2ccc(Cl)cc12	3	11	3	0	25	5	-8	0.8	-1
Cc1cc(C)c2cc(C(O)c3nnnn3Cc3ccccc3)c(=O)[nH]c2c1 (configuration not stated)	8	-17	-13	3	-12	0	8	0.0	0
O=C(NC(=S)N1CCCCCC1)c1ccc(Cl)cc1Cl	4	-7	·	0	-4	1	-12	-0.6	0
O=C(CSc1ncccn1)N1CCN(S(=O)(=O)c2ccccc2)CC1	-3	-14	-8	12	5	2	·	0.3	3
CCCOP(=O)(OCCC)C(Nc1cccc(C(F)(F)F)c1)c1ccc(C)cc1 (configuration not stated)	-3	-4	-5	1	-3[fluorescence artefact?]	-11	-6	-0.1	-8
CCN(CC)S(=O)(=O)c1ccc(-c2nnc(SCC(N)=O)n2CC)cc1	-8	-18	-4	17	-4	-2	-22	0.0	0
Fc1cccc(Cl)c1Cc1noc(/C=C/c2ccccc2)n1	-1	-6	-4	1	-3	-2	-10	-0.1	-3
CC(=O)Nc1sc(N/N=C/c2ccccc2F)nc1-c1ccc(C)cc1	-15	-9	-12	29	3	-14	-81	29	12
COC(=O)c1sc2ncn(-n3c(C)ccc3C)c(=O)c2c1C	0	-18	-15	7	-6[fluorescence artefact?]	-1	·	0.0	-1
O=C(Nc1ccc(F)c(Cl)c1)Nc1ccc(Cl)cn1	1	-23	-1	22	-1	-2	-4	17	2
CCN(CC)S(=O)(=O)c1cc(-c2nnc(-c3ccc(Br)cc3)o2)ccc1Br	1	-5	-7	12	-5	3	-5	0.4	-2
Cc1cc(C)cc(NC(=O)c2cc(=O)c3ccccc3o2)c1	4	-5	-1	7	10	1	-14	-0.8	-7
COCC(=O)n1nc(NCc2ccc(OC)cc2)nc1NCc1ccc(OC)cc1	1	1	-2	10	·	-2	-4	0.0	-4
O=C(Nc1cc(C(F)(F)F)ccc1N1CCOCC1)c1cn2ccccc2n1	21	-10	-6	-10	-3	1	1	1.6	0
Cc1ccc(Cn2c(C(=O)O)cc3sccc32)cc1	0	3	-4	3	-3	4	-3	·	-4
Cn1c(=O)oc2cc(S(=O)(=O)N3CCCC(C(=O)N4CCn5c4nc4ccccc45)C3)ccc21 (configuration not stated)	1	-11	-3	0	-2	4	-6	-0.5	2
COc1cc([N+](=O)[O-])ccc1NC(=O)CSc1nnc(C)c(C)n1	-12	-6	2	15	15	5	-16	11	5
COc1cc(CNn2nnnc2N)cc(Br)c1OCC(=O)NC(C)(C)C	5	-6	-9	0	-4	3	9	0.0	1
CC1(C)SC(=S)N(NC(=O)Nc2ccccc2)C1N(O)C(=O)Nc1cccc2ccccc12 (configuration not stated)	-2	-11	-8	2	7	6	-3	1.5	5
O=C(Nc1ccc(Cl)cc1)Nc1nc(-c2ccccc2)cs1	-3	-6	-11	-6	-9	2	-19	1.8	·
O=C(COC(=O)c1ccc(Br)cc1)NCCC1=CCCCC1	-2	-1	-7	2	-7	-2	-9	-0.3	-2
CCN1CCCC1CNCc1cccc(OC)c1OCc1ccccc1 (configuration not stated)	5	-9	-10	4	8	6	1	-0.3	1
Cc1ccc(-c2csc(NC(=S)NC(=O)/C=C/c3ccco3)n2)cc1	-20	6	-24	3	-11	1	-7	0.2	-2
CC(C)(C)OC(=O)NCCCC[C@H](NC(=O)c1nc[nH]c1C(=O)NC(c1ccccc1)c1ccccc1)C(=O)OC(C)(C)C	1	-4	·	1	-21	-2	·	-0.5	-1
COc1cc(C(=O)NNc2nc3cc4c(cc3s2)OCO4)cc(OC)c1OC	-1	-12	1	-1	-7	26	·	·	44
COc1ccc(Nc2ccc(S(=O)(=O)N3CCCCCC3)cc2[N+](=O)[O-])cc1	-2	-1	-6	2	12	-4	·	0.6	-3
CCOC(=O)c1c(C)[nH]c(C(=O)CSc2nc(C)cc(C)n2)c1C	0	-11	-16	-16	-3	-1	20	0.7	1
O=C(O)c1ccccc1/C=N/NC(=S)NC1CCCCC1	-11	-17	-10	25	4	-2	·	1.2	-1
CCCCC(=O)Nc1ccc2c3c(cccc13)CC2	0	-15	5	4	-1[fluorescence artefact?]	6	3	0.4	-3
CCOc1cc(CNCc2ccccn2)cc(Cl)c1OCC	2	-23	-6	23	7	1	-8	-1.2	1
CCOC(=O)CSc1ccc(S(=O)(=O)N(C)C2CCCCC2)cc1[N+](=O)[O-]	-3	-17	-11	-2	-6	-3	-12	2.5	2
CCOCC(=O)Nc1ccccc1C(=O)N1CCOCC1	0	1	-5	3	14	3	-8	0.7	1
CCn1cc(Cl)c(C(=O)Nc2ccc(OC)c(OC)c2)n1	1	-2	-41	6	-2	-2	-9	2.0	-1
COc1ccc(Cc2nnc(NC(=O)c3cccs3)s2)cc1	0	-14	1	-8	-11[fluorescence artefact?]	2	10	-0.2	-1
CC(C)NC(=O)COC(=O)c1ccc(Cl)c(S(N)(=O)=O)c1	6	-7	4	25	-3	1	-17	0.6	-1
CC1CCN(C(=O)c2cc(N3C(=O)C4C5CCC(C5)C4C3=O)ccc2Cl)CC1 (configuration not stated)	4	-11	-15	20	-6	2	14	1.5	2
COc1ccc(N2C(=O)CC(Sc3nc(C)cc(C)c3C#N)C2=O)cc1 (configuration not stated)	-1	-17	3	6	-15	3	6	0.1	0
CCOc1ccc(-c2cc(CCCC(=O)Nc3cc(OC)ccc3OC)no2)cc1	44	-10	-6	0	5	-4	-22	0.2	-2
COc1cccc(NC(=O)CN(C)C(=O)/C=C/c2cc(OC)ccc2OC)c1	-14	-11	-15	3	-3[fluorescence artefact?]	-3	-15	1.6	-1
Cc1c(NC(=O)c2ccc(Br)s2)c(=O)n(-c2ccccc2)n1C	-5	-9	-2	8	5	2	-9	1.0	2
Cc1cc(NC(=O)COC(=O)C2COc3ccccc3O2)no1 (configuration not stated)	3	-7	15	0	6	16	-3	0.2	5
